# Insulin prom up – MIN6 insulin promoter up-regulation | AID 1625 | 190,000 compounds, 0.3% hits | MIN6 insulin promoter-GFP reporter, high-content imaging; hits give high values | z-score at 5 µM;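 active = z-score above 3 at 5 µM with at least 500 cells counted in the well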
# Autophagy mod – autophagy modulation, high-content screen; MEF GFP-LC3 puncta imaging; test concentration mostly 10 µM; calls only at 10 µM (by protocol); 190,000 compounds, 0.98% hits;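 active = percentage of spot-positive cells more than 3 SD above its plate mean, without a fluorescence outlier flag or 80% toxicity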;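 also: spot-positive cell cutoff set from DMSO-treated cells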
# MT stabilize HCS – stabilizes microtubules in HeLa cells | HeLa tubulin immunostaining HCS, 24 h; share of cells brighter than vehicle mean+2SD | 200,000 compounds, 0.83% hits | % tubulin-high responders, % at 10 µM;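 active = plate Z-score above 3 for both tubulin-high and condensed-nucleus cell shares, with cell loss under 80%, at 10 µM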;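 also: anti alpha tubulin signal scored within the nucleus-defined area of each cell; some results filed as inactive read as strong as hits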
# Yfh1-depleted yeast – enhancers of respiration in Yfh1-depleted yeast, dose response, Friedreich's ataxia, plus single-dose screen (AID 1465); 220,000 compounds, 0.074% hits; one-dose fold induction at 50 µM; EC50 in µM for titrated hits; S. cerevisiae Yfh1-off respiration, WST-1 reduction, 72 h; higher fold induction means a stronger effect;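 active = fold induction of absorbance versus untreated yeast above a set limit, then at least 30% activation at any dose in follow-up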;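 also: activators that raise dye reduction in frataxin-depleted yeast; strong numbers were not always called active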
# WT yeast gro inh – growth inhibition of WT yeast, mitochondrial fusion screen; mitochondrial fusion phenotypic screen, WT strain; inhibition, % at 10 µM; 190,000 compounds, 2.1% hits; in the data active = inhibition above about 58%; tested in S. cerevisiae
# b-catenin transl – beta-catenin nuclear translocation modulation; nuclear translocation activity, % at 5 µM; HeLa beta-catenin nuclear translocation, immunofluorescence imaging; 190,000 compounds, 0.3% hits; AID 1665;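 active = nuclear translocation activity above 50% at 5 µM, with a well cell count of 50 or more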;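 also: per-cell ratio of nuclear to cytoplasmic median beta-catenin stain intensity; plate controls were DMSO negative control for no effect and GSK-3 inhibitor IX positive control for full effect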
#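 Test system: human HeLa cell line; Doses: 5 µM primary, 0.02–20 µM confirmation; Incubation: 24 h compound exposure, 37°C; Detection: beta-catenin immunofluorescence imaging with DAPI; Read-out: beta-catenin nuclear/cytoplasmic ratio, % activation.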
# Hep lipid drop – hepatic lipid droplet formation modulation; AML12 mouse hepatocytes, oleate lipid droplets, BODIPY imaging; inhibition, % at 6.5 µM; 240,000 compounds, 0.4% hits;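 active = lipid droplet intensity inhibited by at least 50%, with more than 500 cells counted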
#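 Assay system: AML12 hepatocytes (mouse) / Also added: 100 µM oleic acid challenge / Times: overnight treatment with compound plus oleate / Detection: high-content imaging of BODIPY-stained droplets and DAPI nuclei / Evaluation: % inhibition of lipid droplet signal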
# Dynein transport – blocks dynein driven cargo transport along microtubules; 3617.4 mouse cells, GR-EGFP nuclear translocation imaging; test concentration mostly 20 µM; stimulated with dexamethasone, 1 µM; hits give low values; z-score, hits read low; 220,000 compounds, 0.47% hits;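 active = plate z-score of nuclear minus cytoplasmic receptor signal below a set negative limit, without overly bright fluorescence or cell loss, cut at about -3.5 in these data, passing the limit was not always enough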;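 also: z-score of nuclear minus cytoplasmic ring GR-EGFP intensity difference per well; some compounds called inactive have numbers as strong as hits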
#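 Buffer or medium: tetracycline-free induction medium containing charcoal-stripped FBS / Reagent: dexamethasone agonist, 1.0 µM final, for 30 min / Technique: automated 10x imaging of fixed Hoechst-stained cells / Times: induction 48 h, compound 1 h, agonist 30 min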
# HEK293 NOD2/NF-kB – inhibition of NOD2-driven NF-kB reporter – cell-based, luminescence, uHTS, HEK293 (AID 1566) | HEK293 NOD2/NF-kB luciferase reporter, luminescence; higher % means a stronger effect | one-dose inhibition, % at 4 µM; EC50 in µM for titrated hits | 290,000 compounds, 0.63% hits; in the data active = inhibition above about 50%; also: many of its hits are not listed in these tables
# WT yeast gro inh mutant strain – also measured in WT yeast gro inh; calls as there; inhibition, %; mitochondrial fusion phenotypic screen, mutant strain inhibition
# Dynein transport cytoplasmic EGFP – further read-out of Dynein transport, marked with its call; z-score; measured here: cytoplasmic GR-EGFP intensity; hits give high values
# Dynein transport nuclear GR-EGFP – second read-out of Dynein transport, no call of its own (marks repeat the call); z-score; measured here: nuclear GR-EGFP intensity;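 lower value marks the stronger effect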
# Dynein transport cell count – second read-out of Dynein transport, no call of its own (marks repeat the call); z-score; measured here: cell count per field
# Insulin prom up cell count – further read-out of Insulin prom up, marked with its call; cell count; measured here: cytotoxicity, nuclei count;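 total cells summed across four imaged fields per well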
# Hep lipid drop cells 6.5 µM – second read-out of Hep lipid drop, no call of its own (marks repeat the call); cell count; measured here: cell count, cytotoxicity flag;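 cells counted across two imaged fields per well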
# b-catenin transl cell count 5 µM – also measured in b-catenin transl; calls as there; cell count; measured here: cell count, cytotoxicity flag
# MT stabilize HCS Hoechst-high % – second read-out of MT stabilize HCS, no call of its own (marks repeat the call); % Hoechst-high responders; measured here: nuclear condensation Hoechst responders;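 share of cells brighter than vehicle mean plus two SD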
# MT stabilize HCS cytotoxicity % – also measured in MT stabilize HCS; calls as there; toxicity, %; measured here: cytotoxicity by cell density;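 0% = mean cell density of plate MIN control wells and 100% = no cells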
# Autophagy mod cell loss 18 h – recorded beside Autophagy mod, whose call it bears; toxicity, %; measured here: cell loss, nuclei count;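 cell loss after 18 h compound exposure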
# Starred values were filed as active, the others as inactive; i = inactive; . = not tested or not shown; + = active, no number. Only part of the results is shown (hit frequency here may not be typical).
SMILES,Insulin prom up,Insulin prom up cell count,Autophagy mod,Autophagy mod cell loss 18 h,MT stabilize HCS,MT stabilize HCS Hoechst-high %,MT stabilize HCS cytotoxicity %,Yfh1-depleted yeast,WT yeast gro inh,WT yeast gro inh mutant strain,b-catenin transl,b-catenin transl cell count 5 µM,Hep lipid drop,Hep lipid drop cells 6.5 µM,Dynein transport,Dynein transport cytoplasmic EGFP,Dynein transport nuclear GR-EGFP,Dynein transport cell count,HEK293 NOD2/NF-kB
CCCCCCc1cc2cc(C(=O)Nc3ccc(OC)cc3)c(=O)oc2cc1O,-4.12,725,+,6.2*,2.1,1.1,0.1,i,-11.5,12.3,-0.3,1024,10.2,638,0.473,-0.182,0.518,0.0349,1.3%
COc1cccc(-c2nc(N3CCN(C)CC3)c3ccccc3n2)c1O,-0.21,886,.,.,.,.,.,i,.,.,0.8,1203,4.6,704,1.57,-0.103,1.27,-1.25,-2.1%
CCCCC(c1nnnn1CC1CCCO1)N1CCN(c2cc(Cl)ccc2C)CC1 (stereo not drawn),-0.02,1187,i,0.3,2.3,2.1,9.1,i,59.9*,5.7*,-0.6,1136,.,.,-0.376,-0.22,0.0351,0.148,-172.4%
O=C(Cn1c2ccccc2c(=O)c2ccccc21)N/N=C/c1cc([N+](=O)[O-])ccc1N1CCCCC1,-0.53,1409,+,39.0*,3.2,3.4,7.9,i,-3.1,-7.0,0.1,1046,-14.2,647,-0.326,0.597,-0.0858,-0.284,7.7%
Cn1c(SCC(=O)NC2CC2)nnc1-c1cccc(NC(=O)c2ccccc2F)c1,-0.22,1597,i,5.3,3.7,1.2,0.0,i,-4.8,-10.7,-0.2,1331,.,.,0.1,-0.193,-0.0676,-0.639,4.9%
NNC(=O)C1CC1(c1ccccc1)c1ccccc1 (stereo not drawn),-0.07,1475,.,.,.,.,.,i,.,.,1.2,1213,-15.3,719,0.315,-0.28,0.0567,0.326,7.6%
CCNC(=O)CC1C(=O)N(c2ccccc2)C(=O)N1Cc1ccc(OC)cc1 (stereo not drawn),0.71,1918,i,-11.1,3.3,2.5,6.8,i,-14.8,-5.9,-0.1,1021,-5.8,643,0.86,-0.192,0.552,0.0776,-4.9%
O=C(CSc1ccc(-c2ccccc2)nn1)N1CCOCC1,1.09,1333,i,1.7,2.3,2.3,4.7,i,9.5,14.5,-0.8,971,10.9,796,0.237,-0.228,0.476,-0.441,-1.3%
CCOC(=O)C(CCCP(=O)(c1ccccc1)c1ccccc1)(NC(C)=O)C(=O)OCC,0.24,1025,.,.,.,.,.,i,.,.,1.5,1380,-18.8,618,1.05,-0.108,0.81,-2.36,19.4%
O=C(Cn1nc(-c2ccccc2)c2ccccc2c1=O)Nc1ccc(F)cc1,-0.2,995,.,.,.,.,.,i,.,.,1.6,1283,-4.3,766,-0.402,-0.234,-0.281,0.00332,-2.3%
Cn1nc(C(F)(F)F)c(C(=O)Nc2ccc(F)cc2F)c1Oc1cccc(Cl)c1,0.75,1235,i,-24.4,3.5,1.9,4.1,i,-2.0,-25.5,-0.6,874,.,.,0.0869,0.0681,-0.201,0.427,3.6%
CNC(=O)CSc1nnc(COc2ccc(Cl)cc2)n1CCOC,-0.29,1552,i,3.2,2.1,2.7,13.3,i,-17.9,-7.5,-6.2,1018,.,.,0.856,-0.114,0.569,-0.966,7.0%
COc1ccc(C(=O)N/C(=C/c2cccnc2)C(=O)N2CCOCC2)cc1OC,1.17,1020,.,.,.,.,.,i,.,.,-0.5,1337,8.6,692,-0.114,-0.2,-0.151,0.64,10.1%
c1csc(Cc2nc(-c3ccc(-n4cccc4)cc3)no2)c1,.,.,i,-3.1,2.0,3.6,2.7,i,16.6,2.3,.,.,.,.,-0.883,-0.0762,-0.363,0.416,.
Cc1cc(C(=O)COC(=O)c2ccc[nH]c2=O)c(C)n1C1CC1,-0.62,1313,i,9.7,1.7,1.6,5.3,i,-1.2,-7.8,-2.6,550,26.4,653,-0.452,-0.166,-0.601,0.763,-19.1%
Cc1cc(C)c2nc3nc(C)c(C)cc3c(N)c2c1,-0.82,1187,i,18.0,3.4,3.1,23.2,i,33.0,23.6,2.4,1117,-2.3,617,-1.74,0.204,-1.12,1.36,-8.9%
COc1cc(C2C(C(=O)/C=C/c3ccccc3)=C(O)C(=O)N2c2ccccn2)ccc1O (stereo not drawn),.,.,i,-10.5,1.4,1.7,4.5,i,-64.8,-15.3,-0.2,1521,-0.9,694,1.4,-0.108,0.633,-1.29,13.6%
CC(C)(C)c1ccc(C(=O)Nc2ccc(CN3CCS(=O)(=O)CC3)cc2)cc1,0.02,1447,.,.,.,.,.,i,.,.,-1.1,1066,-2.7,733,-0.659,-0.181,-0.318,0.551,2.6%
Cc1occc1C(=O)NNC(=O)c1ccccc1C(=O)O,0.12,1555,i,4.0,3.5,1.5,10.0,i,-7.3,-4.2,-1.8,1121,-3.4,661,0.17,-0.256,0.362,-0.583,-20.0%
Cc1cccc2nc(-c3cccnc3)c(NCCC(C)C)n12,-1.42,1263,i,-2.7,1.9,1.5,10.5,i,7.3,-0.5,-0.3,1527,-14.9,752,-0.873,-0.304,-0.299,0.761,14.2%
COc1ccc(CC(=O)Nn2c(-c3ccccc3)nc3ccccc3c2=O)cc1,-0.05,1323,i,-3.8,3.3,2.8,2.0,i,13.8,-3.4,0.7,537,55.9*,677*,1.95,-0.297,0.946,-0.915,6.9%
O=P(O)(CCc1ccncc1)CN1CCCCC1,0.38,969,i,-7.4,3.1,2.9,8.8,i,10.4,1.2,-0.3,1171,.,.,0.469,-0.26,0.198,0.0985,7.2%
CS(=O)(=O)c1ccc2nc(NC(NC(=O)c3ccco3)(C(F)(F)F)C(F)(F)F)sc2c1,-0.3,1139,i,14.2,4.3,1.8,4.2,.,-17.2,16.0,-5.7,1165,-2.3,756,0.184,-0.192,0.401,1.29,18.8%
CC1C=CCC2C(=O)N(c3cc(Cl)ccc3O)C(=O)C12 (stereo not drawn),-0.8,1392,i,-7.9,1.5,1.7,3.1,i,12.4,12.5,2.0,1020,2.7,701,-0.499,-0.303,-0.442,0.841,22.9%
CCCCNc1nc2c(c(=O)n(C)c(=O)n2C)n1CCC,0.5,788,.,.,.,.,.,i,-0.6,8.4,-1.3,1239,4.5,644,-1.24,-0.781,-0.439,0.574,12.0%
# (cont.)
SMILES,Insulin prom up,Insulin prom up cell count,Autophagy mod,Autophagy mod cell loss 18 h,MT stabilize HCS,MT stabilize HCS Hoechst-high %,MT stabilize HCS cytotoxicity %,Yfh1-depleted yeast,WT yeast gro inh,WT yeast gro inh mutant strain,b-catenin transl,b-catenin transl cell count 5 µM,Hep lipid drop,Hep lipid drop cells 6.5 µM,Dynein transport,Dynein transport cytoplasmic EGFP,Dynein transport nuclear GR-EGFP,Dynein transport cell count,HEK293 NOD2/NF-kB
Cc1cccc(Cc2nnc(CCC(=O)N(C)C3CCOC3)o2)c1 (stereo not drawn),-0.14,1434,i,-1.3,1.9,1.3,4.5,i,-3.0,-26.3,0.8,1010,-4.9,697,-0.64,0.0631,0.149,-0.563,-7.8%
Cn1c(NC(=O)CC(C)(C)C)cc(=O)n(C)c1=O,-0.34,1295,i,-6.8,6.2,1.6,9.8,i,6.3,2.0,0.4,1099,34.8,652,1.77,-0.0965,1.3,-1.6,-2.1%
COc1ccc(S(=O)(=O)N2Cc3ccccc3CC2C(=O)N2CCOCC2)cc1OC (stereo not drawn),-1.04,1249,i,1.6,5.5,3.7,8.9,i,-73.9,-1.0,-0.6,876,-0.9,770,-0.0103,-0.194,0.217,0.134,-3.4%
COC(=O)c1cccc(C23CC4(C2)[C@H](CN(Cc2cccnc2)[C@@H]4c2ccccc2)C3c2ccccc2)c1 (stereo partly drawn),1.1,859,.,.,.,.,.,i,.,.,-0.6,1359,-6.1,704,-0.378,-0.78,-0.098,0.175,-7.0%
CCOc1ccccc1N1CCN(Cc2ccc(Br)s2)CC1,-0.26,1003,i,-1.6,3.1,1.8,5.6,i,-19.1,-12.0,-1.4,903,.,.,-0.471,-0.224,-0.0013,0.595,3.3%
Cc1ccc(S(=O)(=O)N2CCCCC2C(=O)N2CCN(c3ccccc3F)CC2)cc1 (stereo not drawn),0.85,887,i,8.3,1.3,1.1,7.8,i,5.2,-16.9,1.1,1183,-20.8,758,-1.3,0.767,-0.36,0.865,-14.1%
CSc1ncccc1C(=O)NCCc1ccccc1,1.33,1357,i,-23.4,4.5,2.2,3.3,i,-0.2,0.3,0.5,1135,3.7,702,-0.0791,-0.273,0.161,0.527,1.1%
Cc1ccc(C2(COC(=O)C(C)C)CO2)c(OC(=O)C(C)C)c1 (stereo not drawn),-0.2,829,.,.,.,.,.,i,.,.,0.6,1174,4.9,746,-0.863,-0.674,-0.183,-0.0492,-4.7%
O=[N+]([O-])c1ccc2sc(SCc3nc4ccccn4c3Br)nc2c1,-0.34,1485,i,-6.3,1.6,1.9,4.7,i,-5.8,-17.3,3.6,1186,-10.0,640,-0.246,-0.271,0.0237,0.809,-14.1%
CCNC(=O)Nn1c(C)nnc1C,0.75,1317,i,-6.2,2.6,1.9,1.3,i,-2.2,-0.9,.,.,-0.2,682,1.56,-0.107,1.27,-1.72,-0.4%

# Screens (PubChem BioAssay)
